Compound activity from PubChem BioAssay.
Apaf1 inhib – inhibitors of human Apaf-1 apoptosome, primary screen, biochemical, DEVD-Rh110 fluorescence, uHTS. inhibition, % at 20 µM. Apoptotic protease-activating factor 1 (Homo sapiens), O14727. hit rate 0.71% among 330,000. reconstituted apoptosome caspase-3 activity; active = inhibition of at least 40% at 20 µM;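 note: plate controls were DMSO wells for no effect and DEVD-CHO caspase inhibitor wells for full effect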
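Assay system: Apoptosome proteins | Medium: pH 7.5 Hepes buffer with CHAPS, BSA, DTT | Also added: Cytochrome c and DEVD-Rh110 substrate | Times: 30 min plus 50 min, RT | Detection: Rhodamine 110 fluorescence at Ex 480/Em 540 nm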
Gli-Sufu antag – Gli-Sufu pathway antagonists, primary screen, luciferase luminescence, Sufu-KO-LIGHT cells, uHTS. Sufu-KO-LIGHT fibroblasts, Gli luciferase reporter luminescence. inhibition, % at 5 µM. hit rate 0.74% among 340,000. AID 588413, 2011;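 active = inhibition above about 55%, limit read from the data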;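 note: 0% = DMSO-treated cells and 100% = wells with medium but no cells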
697 NFkB inh – inhibitors of PMA/ionomycin-induced NF-kB reporter, 697 cells, primary screen, B-cell NF-kB inhibitor project, cell-based, luminescence, uHTS; 697 B-cell NF-kB luciferase reporter, 16 h; inhibition, % at 4 µM; hit rate 0.33% among 330,000; in the data active = inhibition above about 35%
Jurkat NFkB inh – inhibitors of induced NF-kB luciferase reporter, primary screen, TCR NF-kB activation inhibitor project, cell-based, luminescence, uHTS; Jurkat, PMA/ionomycin-induced NF-kB luciferase reporter; inhibition, % at 4 µM; hit rate 0.53% among 330,000; AID 435003, 2010
SENP8 block – SENP8 protease inhibitors, primary screen, biochemical, luminescence | hit rate 1.2% among 330,000 | AID 2540, 2010 | inhibition, % at 10 µM | purified SENP8, Z-RLRGG-aminoluciferin cleavage | Sentrin-specific protease 8 (Homo sapiens), Q96LD8
Target sequence (Q96LD8 whole entry, looked up): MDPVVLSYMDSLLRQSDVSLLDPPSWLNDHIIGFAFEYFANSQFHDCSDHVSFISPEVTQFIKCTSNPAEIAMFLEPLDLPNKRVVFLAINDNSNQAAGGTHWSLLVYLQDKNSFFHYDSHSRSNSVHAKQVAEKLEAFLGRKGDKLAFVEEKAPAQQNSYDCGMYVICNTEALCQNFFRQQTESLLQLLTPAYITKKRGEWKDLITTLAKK
EBI2 antag – EBI2 receptor antagonists, beta-arrestin recruitment, primary screen, cell-based, luminescence, 7a,25-OHC stimulation, uHTS. inhibition, % at 5 µM. G-protein coupled receptor 183 (Homo sapiens), P32249. 7a,25-OHC stimulated. AID 651636, 2012. hit rate 0.81% among 360,000; in the data active = inhibition above about 38%;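 note: enzyme fragment complementation signal reports receptor beta-arrestin coupling in cells; 0% = agonist plus DMSO wells and 100% = wells without agonist; some results beyond the cut were filed as inactive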
Target sequence (P32249 whole entry, looked up, the tested form may be a part): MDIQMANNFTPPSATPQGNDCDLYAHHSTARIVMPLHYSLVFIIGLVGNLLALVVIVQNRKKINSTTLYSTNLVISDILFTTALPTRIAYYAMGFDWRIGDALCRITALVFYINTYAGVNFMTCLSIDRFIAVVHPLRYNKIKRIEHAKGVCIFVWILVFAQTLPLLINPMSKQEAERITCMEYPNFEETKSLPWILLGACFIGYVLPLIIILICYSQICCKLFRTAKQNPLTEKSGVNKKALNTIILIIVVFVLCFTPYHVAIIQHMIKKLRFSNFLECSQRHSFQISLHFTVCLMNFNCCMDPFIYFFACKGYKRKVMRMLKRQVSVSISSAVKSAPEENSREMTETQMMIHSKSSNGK
CCR6 antag – CCR6 receptor antagonists, primary screen, cell-based, CHO-K1, luminescence, beta-arrestin, uHTS | C-C chemokine receptor type 6 (Homo sapiens), P51684 | CHO-K1 CCR6 PathHunter beta-arrestin, CCL20-stimulated | inhibition, % at 20 µM | hit rate 0.49% among 340,000;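 active = compounds whose inhibition of the agonist-driven luminescence signal at 20 µM reaches about 50%, limit read from the data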;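 note: cells stimulated with CCL20 at 14 nM final; plate controls were DMSO with CCL20 for no effect and DMSO without agonist for full effect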
UBC13 inh – UBC13 polyubiquitin chain formation inhibitors, primary screen, biochemical, TR-FRET, uHTS. Ubiquitin-conjugating enzyme E2 N (Homo sapiens), P61088. inhibition, % at 20 µM. hit rate 0.47% among 330,000. AID 485273, 2010; in the data active = inhibition above about 45%, passing the limit was not always enough
Target sequence (P61088 whole entry, looked up): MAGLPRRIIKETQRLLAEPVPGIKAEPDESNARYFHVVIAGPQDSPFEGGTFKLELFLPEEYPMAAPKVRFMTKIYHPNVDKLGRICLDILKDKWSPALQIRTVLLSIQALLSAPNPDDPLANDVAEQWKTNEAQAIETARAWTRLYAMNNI
* hit, by the source's call; x = not tested or not shown. Cut-off read from the data, not from the text of the source, unless noted: active = inhibition above about 50%; inactive = the rest. Only part of the results is shown (hit frequency here may not be typical).

SMILES	Apaf1 inhib	Gli-Sufu antag	697 NFkB inh	Jurkat NFkB inh	SENP8 block	EBI2 antag	CCR6 antag	UBC13 inh
CCOc1ccc(NC(=O)CSc2ccc(-c3ccco3)nn2)cc1	0	-23	2	4	-4	-2	-5	10
O=S(=O)(CCN1CCSCC1)c1ccc(Cl)cc1	-7	6	10	3	2	-4	0	2
O=C(CCCN1Cc2ccccc2C1)c1ccc(F)cc1	-17	-6	-10	-11	4	1	13	-3
O=C(Nc1ccc(N2CCOCC2)nc1N1CCOCC1)c1cccc(C(F)(F)F)c1	-9	11	-7	10	5	-4	0	3
Cc1nc(SCC(=O)N(C)C2(C#N)CCCCC2)c2ccccc2n1	-10	4	15	5	6	-3	4	24
CCc1ccc(NC(=O)CN(C)S(=O)(=O)c2ccc3[nH]c(=O)oc3c2)cc1	16	-1	-20	-3	6	2	-10	-6
O=C(c1ccoc1)N1CCC2(CC1)Oc1ccc(Cl)cc1C(=O)C21CC(c2ccc(Cl)cc2)=NO1 (stereo not drawn)	23	21	1	6	-8	1	11	-26
COc1ccc(-n2c(=O)c3ccccc3n(CC(=O)NCc3ccco3)c2=O)cc1	-17	-6	11	16	-1	-5	13	18
COc1ccc(NC(=O)CS(=O)CC(=O)Nc2ccc(OC)c(OC)c2)cc1 (stereo not drawn)	1	1	13	2	-3	-5	-7	-10
COc1ccc(NC(=S)Nc2ccc(F)cc2)cc1	4	11	-25	-8	-15	17	6	-9
S=C(Nc1ccccc1)Nc1ccc(Cl)cn1	-7	-6	-11	-12	2	6	2	19
COc1cc(C2C3C(=O)N(c4ccccc4)C(=O)C3ON2c2ccccc2)cc(OC)c1OC (stereo not drawn)	11	2	0	-2	-2	0	21	4
O=C(Nc1cccc(-c2ccc3nncn3n2)c1)C(F)(F)F	4	-3	8	5	-1	1	7	3
O=c1c(Cl)nc2cc(Cl)ccc2n1CCNc1ncc(C(F)(F)F)cc1Cl	-1	2	10	17	-4	-15	-12	21
COc1ccccc1OCCC(=O)Nc1ccc2c(c1)OCO2	-10	-4	11	8	-3	-1	4	11
O=C(CN1C2=NCCN2c2ccccc21)c1ccco1	-11	-11	1	7	0	-2	-12	4
C=CCN(Cc1cn(C)nc1-c1cccc(Cl)c1)C1CCS(=O)(=O)C1 (stereo not drawn)	8	5	-3	-4	-4	-1	-2	-6
COCCCNS(=O)(=O)c1cc2c3c(c1)C(C)C(=O)N3CCC2 (stereo not drawn)	-8	19	14	12	-6	-11	-6	2
CCc1ccc(OCC(=O)Nc2nnc(C3CCCC3)s2)cc1	-9	-7	10	7	-2	-4	5	1
CC1(C)OC(=O)C(=NNc2ccccc2)C(=O)O1	-4	3	-31	-3	0	-4	2	-14
O=C(Cn1c(COc2ccccc2)nc2ccccc21)Nc1cc(Cl)c(Cl)cc1Cl	-4	x	-32	-13	0	x	x	6
O=C(NCCN1CCOCC1)c1cc(-c2ccc(Cl)cc2)on1	-7	0	-4	-13	-2	-4	-7	0
C/C(=N\NC(=O)Nc1ccccc1)c1ccc2ccccc2c1	4	0	9	6	1	12	-6	3
C[C@H](NC(=O)c1nc[nH]c1C(=O)N[C@@H](Cc1ccccc1)C(=O)OCc1ccccc1)C(=O)OCc1ccccc1	16	13	4	22	6	12	-8	-46
O=C(Cn1cnc2ccccc2c1=O)c1ccc(OC(F)F)cc1	7	-15	-45	-31	-9	-2	4	3
CCCc1nnc(NC(=O)CSc2ncn[nH]2)s1	-13	16	33	6	2	-4	-5	5
CN1c2cccc3cccc(c23)N(C)C1c1cccs1	8	8	-2	11	-2	13	20	-3
COc1cc(C(=O)Nc2ccc3nc4n(c(=O)c3c2)CCCCC4)cc(OC)c1OC	-3	16	11	-19	0	-9	4	0
NC(=O)NC(=O)C(OC(=O)CCNS(=O)(=O)c1ccccc1)c1ccccc1 (stereo not drawn)	0	-1	23	9	4	4	-3	4
COc1cccc(NC(=O)CN2C(=O)CSc3ccc(S(=O)(=O)N4CCC(C)CC4)cc32)c1	17	-8	-15	2	-9	10	20	-6

Brought forward from above: five compounds, then new ones.
SMILES	Apaf1 inhib	Gli-Sufu antag	697 NFkB inh	Jurkat NFkB inh	SENP8 block	EBI2 antag	CCR6 antag	UBC13 inh
CCCc1nnc(NC(=O)CSc2ncn[nH]2)s1	-13	16	33	6	2	-4	-5	5
CN1c2cccc3cccc(c23)N(C)C1c1cccs1	8	8	-2	11	-2	13	20	-3
COc1cc(C(=O)Nc2ccc3nc4n(c(=O)c3c2)CCCCC4)cc(OC)c1OC	-3	16	11	-19	0	-9	4	0
NC(=O)NC(=O)C(OC(=O)CCNS(=O)(=O)c1ccccc1)c1ccccc1 (stereo not drawn)	0	-1	23	9	4	4	-3	4
COc1cccc(NC(=O)CN2C(=O)CSc3ccc(S(=O)(=O)N4CCC(C)CC4)cc32)c1	17	-8	-15	2	-9	10	20	-6
N#Cc1c(OCC(=O)c2ccccc2)nc2c(c1-c1ccco1)CCc1ccccc1-2	3	18	15	-2	3	14	13	4
CCCN(CCC)CCCNC(=O)CN1C(=O)CSc2ccc(S(=O)(=O)N3CCOCC3)cc21	1	4	3	-17	1	7	4	-4
COCCn1c(SCC(=O)N2CCc3ccccc32)nc2c(c1=O)SC(C)C2 (stereo not drawn)	8	2	4	4	-4	-4	-1	-12
COc1ccc(CCNC(=O)C(=O)NCC2CCCO2)cc1 (stereo not drawn)	1	1	16	-3	6	-8	-12	-2
O=C(/C=C/c1ccc(F)cc1)NCCCn1ccnc1	4	-5	-2	-17	-3	4	-1	-3
COc1ccc(NC(=O)COC(=O)c2cc3c(s2)CCC3)cc1	-8	5	-2	3	0	-14	-2	1
COc1ccc(Cc2nc3ccc(C(=O)N4CCCC4)cc3o2)cc1	11	-10	-66	-83	-2	2	12	-2
O=C(Nc1cccc(S(=O)(=O)C(F)F)c1)c1ccc(S(=O)(=O)N2CCCCC2)cc1	18	10	12	10	5	7	24	5
Brc1c(CSc2nncc3ccccc23)nc2ccccn12	6	65*	-29	6	-16	-3	16	1
Cc1csc(CNC(=O)CC2C(=O)NCCN2Cc2ccc(F)cc2Cl)n1 (stereo not drawn)	12	0	-7	4	8	-2	-15	-3
CNc1oc(-c2ccc(OCc3ccccc3)cc2)nc1C#N	3	-36	2	-18	-10	1	11	8
CC1=C(C(=O)O)N2C(=O)C(NC(=O)c3c(F)cccc3F)C2SC1 (stereo not drawn)	3	-7	11	-2	0	0	8	7
CC(CCc1ccccc1)NC(=O)CN1CCN(c2ccccc2)CC1 (stereo not drawn)	10	-5	10	-6	-9	-11	-2	1
CC(NC(=O)CNC(=S)N(Cc1ccccc1)Cc1cccnc1)c1ccccc1 (stereo not drawn)	-3	-8	4	-9	-1	5	3	-4
Cc1ccc(C(=O)COC(=O)CCCC(=O)NC2CCCCC2)cc1[N+](=O)[O-]	-10	-6	-71	26	1	-4	25	-12
CCNC(=S)NCc1ccc2[nH]c(C)cc2c1	1	-42	0	13	2	7	0	1
Cn1cccc1Cc1nnc(SCC(=O)Nc2ccc(F)cc2)n1-c1ccc(F)cc1	1	4	13	1	2	-1	3	3
O=C(/C=C/c1ccc(F)cc1)Nc1ccc(S(=O)(=O)N2CCOCC2)cc1	14	0	-21	3	4	4	18	-3
COCCOC(=O)c1c(C)nc(SCC(=O)Nc2cccc3ccccc23)c(C#N)c1-c1ccco1	5	15	-3	-10	-2	-8	8	-16
O=C(NNCC(O)COc1ccccc1)c1ccccc1 (stereo not drawn)	-4	-6	-10	0	2	-1	15	-6
O=C1NC(=S)N/C1=C\c1ccccc1OCc1ccc(C(=O)O)cc1	-1	-7	14	-2	1	-6	2	-14
COc1ccc(C2=NOC(C(=O)O)C2)cc1 (stereo not drawn)	-16	-3	6	-17	-2	-1	-8	4
Cc1cc(C)nc(Nc2ccc(C)c([N+](=O)[O-])c2)n1	5	-23	-26	-23	7	5	27	-2
CCOc1ccc(Nc2nc(NCC3CCCO3)c3ccccc3n2)cc1 (stereo not drawn)	21	71*	-132	46	-5	66*	-3	66*
O=C(c1ccccc1)c1ccccc1C(=O)N1CCN(C(=O)c2ccccc2)CC1	-3	1	15	2	1	3	1	5
N#C/C(=C\c1ccc([N+](=O)[O-])o1)C(=O)Nc1ccc(F)cc1	0	-1	11	18	-5	-2	-6	-1
COc1ccccc1NS(=O)(=O)c1cccc(C(=O)N/N=C/c2ccccc2OCC(=O)O)c1	-5	-10	13	-5	2	3	8	1
CCc1nc(-c2ccc(-c3ccc(OC)cc3)nc2OC)no1	4	-58	-54	-38	-9	24	3	13
O=C1c2cccc3c([N+](=O)[O-])ccc(c23)C(=O)N1O	6	11	3	15	8	-14	-16	-38
COc1cc(/C=N/NC(=Nc2ccc(C)cc2)c2nc3ccccc3s2)ccc1O	17	-29	-86	-58	10	27	27	-6
CC(=O)N1CCN(S(=O)(=O)c2cccc(C(=O)N(Cc3ccccc3)c3cccc(C)c3)c2)CC1	28	-4	-11	11	14	6	17	2

One compound at a time, from the list above. Order of screens: Apaf1 inhib	Gli-Sufu antag	697 NFkB inh	Jurkat NFkB inh	SENP8 block	EBI2 antag	CCR6 antag	UBC13 inh
Profile of `COc1ccccc1OCCC(=O)Nc1ccc2c(c1)OCO2` : -10	-4	11	8	-3	-1	4	11
Profile of `CC(=O)N1CCN(S(=O)(=O)c2cccc(C(=O)N(Cc3ccccc3)c3cccc(C)c3)c2)CC1` : 28	-4	-11	11	14	6	17	2

An excerpt from above in order of the CCR6 antag value, descending:
Molecule	CCR6 antag
Cc1cc(C)nc(Nc2ccc(C)c([N+](=O)[O-])c2)n1	27
O=C(NNCC(O)COc1ccccc1)c1ccccc1 (stereo not drawn)	15
CCc1nc(-c2ccc(-c3ccc(OC)cc3)nc2OC)no1	3
N#C/C(=C\c1ccc([N+](=O)[O-])o1)C(=O)Nc1ccc(F)cc1	-6
O=C1c2cccc3c([N+](=O)[O-])ccc(c23)C(=O)N1O	-16
